# Pax4 gene expression = activators of Pax4 gene expression, primary screen, RT-PCR, mouse alpha TC1 cells, single point (AID 1053180) | mouse alpha TC1 cells, Pax4 mRNA qPCR, 6 days; stronger effect = higher value; 100% = Pax4 plasmid added at qPCR | activation, % at 10 µM | 0.2% of 9,600 active;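 active = highest normalized replicate activity of 15 or more, or at least half the replicates reach 15 or more; inactive = neither condition met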;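 note: pax4 Ct normalized to GAPDH with activation seen as lower delta delta Ct; plate controls were plate neutral control wells for no effect and Pax4 plasmid positive control for full effect; each compound tested in two replicate wells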
# YAP1 CTGF inhibition = YAP1 pathway inhibitors via CTGF transcript, primary screen, DLD1 colon cancer cells, RT-qPCR, single point (AID 743449). DLD1 CTGF mRNA qPCR, 24 h; stronger effect = higher value. inhibition, % at 12.5 µM. 0.9% of 9,900 active;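 active = mean normalized replicate activity at least 50 and at least half of replicates each reaching 50; inconclusive = only one of the two criteria met; inactive = neither criterion met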;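 note: 0% = neutral control wells and 100% = dasatinib control wells; higher means stronger suppression of CTGF expression like dasatinib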
# Active calls of the source: *; u = inconclusive; x = no result given; & = joins results of further samples.
SMILES,Pax4 gene expression,YAP1 CTGF inhibition
C[C@@H]1CN([C@@H](C)CO)C(=O)c2ccccc2-c2ccccc2CO[C@@H]1CN(C)Cc1ccc2c(c1)OCCN2C,0.1,17
CCN(C[C@@H]1[C@@H](c2ccccc2)[C@@H](CO)N1C(C)=O)C(=O)NC1CCCC1,0.0,17
C[C@@H](NC(=O)C[C@H]1C[C@H]2c3cc(NS(=O)(=O)c4ccc(F)cc4)ccc3O[C@H]2[C@H](CO)O1)c1ccccc1,0.0,-6
C[C@@H]1CN([C@H](C)CO)C(=O)CCCn2nncc2CO[C@H]1CN(C)C(=O)Nc1ccc(-c2cccs2)cc1,0.0,25
O=C1CCCc2cnnn2COC[C@@H](c2ccccc2)N1,0.0,-18
C[C@H](CO)N1C[C@H](C)[C@H](CN(C)S(=O)(=O)c2cn(C)cn2)Oc2c(NC(=O)Nc3ccc(C(F)(F)F)cc3)cccc2C1=O,0.0,19
CN(C)C(=O)c1cccc(-c2ccc([C@@H]3[C@H]4CN(CC5CCOCC5)CCCCN4[C@H]3CO)cc2)c1,0.0,-29
COCC(=O)Nc1ccc2c(c1)OC[C@@H](C)N(C)C[C@@H](C)[C@H](OC)CN(C)C2=O,0.0,21
C[C@H]1CN([C@@H](C)CO)C(=O)c2cc(-c3cccc(C#N)c3)cnc2O[C@H]1CN(C)C(=O)C1CCOCC1,0.0,0
C[C@H](NC(=O)C[C@H]1C=C[C@H](NS(=O)(=O)c2cccc(F)c2)[C@@H](CO)O1)c1ccccc1,0.0,11
COc1ccc(-c2ccc3c(c2)[C@@H]2[C@@H](CCN2C(=O)c2ccncc2)[C@H](CO)N3C)cc1,0.0,-12
CC(=O)N1CC[C@@H]2[C@H](CO)Nc3ccc(-c4ccccc4)cc3[C@@H]21,0.0,8
COc1cccc(NC(=O)N2C[C@@H](O)COC[C@@H]3O[C@@H](CC(=O)N(C)C)CC[C@H]32)c1,0.0,36
N#C[C@@H]1[C@H](c2ccccc2C2=CCCCC2)[C@@H](CO)N1C(=O)CN1CCOCC1,0.0,-10
COCCNC(=O)C[C@H]1CC[C@@H]2[C@H](COc3ccc(NC(=O)Nc4cccc(F)c4)cc3C(=O)N2C)O1,0.0,-123
CCC(=O)Nc1ccc2c(c1)C(=O)N(C)C[C@@H](OC)[C@@H](C)CN(C(=O)Cc1cccnc1)[C@@H](C)CO2,0.0,3
O=C(C[C@H]1C=C[C@H](NC(=O)Nc2ccccc2F)[C@@H](CO)O1)NCc1ccc(-c2ccccc2)cc1,0.0,-69
C[C@@H]1CN([C@H](C)CO)C(=O)CCCn2nncc2CO[C@@H]1CN(C)Cc1ccccc1C(=O)O,0.0,3
CN1C(=O)c2cc(NS(=O)(=O)c3cccc(F)c3)ccc2OC[C@@H]2O[C@H](CC(=O)NCCN3CCCCC3)CC[C@H]21,0.0,-6
N#C[C@@H]1[C@H](c2ccccc2C2=CCCC2)[C@@H](CO)N1C(=O)NC1CCCCC1,0.0,-6
N#C[C@H]1[C@@H](c2ccccc2-c2ccccc2)[C@@H](CO)N1C(=O)Cc1ccncc1,0.0,12
Cc1noc(C)c1NC(=O)Nc1ccc2c(c1)C(=O)N([C@@H](C)CO)C[C@@H](C)[C@H](CN(C)S(=O)(=O)c1cccs1)OCCCC[C@@H](C)O2,0.0,4
COc1cccc(S(=O)(=O)Nc2ccc3c(c2)C(=O)N(C)C[C@H](OC)[C@@H](C)CN(Cc2ccccc2F)[C@@H](C)CO3)c1,0.0,8
COc1ccc2c3c(n(C)c2c1)[C@@H](CO)N(C(=O)CN(C)C)CC31CN(Cc2nccs2)C1,0.0,19
C[C@@H]1CCCCO[C@@H](CN(C)CC2CCCCC2)[C@@H](C)CN([C@H](C)CO)C(=O)c2cc(NS(C)(=O)=O)ccc2O1,0.0,13
COCC(=O)N1[C@H](C#N)[C@H](c2ccc(C#CCC3CCCC3)cc2)[C@H]1CO,0.0,25
CC(C)NC(=O)N(C)C[C@H]1Oc2ccc(NC(=O)Cc3ccccc3)cc2CC(=O)N([C@H](C)CO)C[C@H]1C,0.0,14
COc1ccccc1C#Cc1ccc2c(c1)[C@H]1[C@H](CCN1C(=O)c1ccncc1)[C@@H](CO)N2,0.0,-5
C[C@H]1CCCCO[C@H](CN(C)Cc2ccncc2)[C@@H](C)CN([C@@H](C)CO)C(=O)c2cc(NS(=O)(=O)c3ccc(Cl)cc3)ccc2O1,0.0,-6
C[C@H]1CN([C@@H](C)CO)C(=O)c2cccc(NC(=O)c3ccc(-c4nccs4)cc3)c2O[C@H]1CN(C)C(=O)Nc1ccc(C(F)(F)F)cc1,0.0,12

# Compound profiles, as listed above. Order of screens: Pax4 gene expression	YAP1 CTGF inhibition
# COCC(=O)N1[C@H](C#N)[C@H](c2ccc(C#CCC3CCCC3)cc2)[C@H]1CO reads 0.0	25
# C[C@H]1CCCCO[C@H](CN(C)Cc2ccncc2)[C@@H](C)CN([C@@H](C)CO)C(=O)c2cc(NS(=O)(=O)c3ccc(Cl)cc3)ccc2O1 reads 0.0	-6
# N#C[C@H]1[C@@H](c2ccccc2-c2ccccc2)[C@@H](CO)N1C(=O)Cc1ccncc1 reads 0.0	12
# CC(C)NC(=O)N(C)C[C@H]1Oc2ccc(NC(=O)Cc3ccccc3)cc2CC(=O)N([C@H](C)CO)C[C@H]1C reads 0.0	14

# A few values from above:
# Reading for `C[C@H]1CN([C@@H](C)CO)C(=O)c2cccc(NC(=O)c3ccc(-c4nccs4)cc3)c2O[C@H]1CN(C)C(=O)Nc1ccc(C(F)(F)F)cc1` under YAP1 CTGF inhibition: 12
# Reading for `C[C@H]1CCCCO[C@H](CN(C)Cc2ccncc2)[C@@H](C)CN([C@@H](C)CO)C(=O)c2cc(NS(=O)(=O)c3ccc(Cl)cc3)ccc2O1` under Pax4 gene expression: 0.0

# The listing continues.
SMILES,Pax4 gene expression,YAP1 CTGF inhibition
C[C@@H]1CN([C@H](C)CO)C(=O)c2cc(NC(=O)Nc3ccccc3)ccc2O[C@H]1CN(C)Cc1ccccc1,0.0,28
C[C@@H]1CN([C@H](C)CO)C(=O)Cc2cc(NC(=O)c3ccncc3)ccc2O[C@@H]1CN(C)C(=O)Nc1ccc(F)cc1,0.0,5
O=C(NCC[C@@H]1CC[C@H](NC(=O)c2ccncc2)[C@@H](CO)O1)Nc1ccc(Cl)cc1,0.0,-40
O=C(NC[C@@H]1[C@@H](c2ccccc2)[C@H](CO)N1Cc1ccccn1)C1CCCC1,0.0,7
COc1ccccc1S(=O)(=O)N1C[C@@H]2N[C@H](C1)C2c1ccc(-c2cccnc2)cc1 (stereo not given in full),0.1&0.0,-10&-7
COc1ccc([C@H]2C/C=C\C[C@@H](c3ccc4c(c3)OCO4)NC(=O)[C@@H](c3ccccc3)CC(=O)N2)c(OC)c1,0.0,58*
CCCN(C)C[C@H]1OCCCC[C@@H](C)Oc2ccc(NC(=O)CCCN(C)C)cc2C(=O)N([C@@H](C)CO)C[C@@H]1C,0.0,-17
CCCNC(=O)N(C)C[C@H]1[C@H](c2ccccc2)[C@@H](CO)N1C(=O)c1ccccc1,0.0,13
O=C1C[C@H](c2ccccc2)C(=O)N[C@@H](c2ccccc2)C/C=C\C[C@@H](c2ccccc2)N1,0.2,-446
C[C@@H]1CN([C@@H](C)CO)C(=O)c2cc(NS(=O)(=O)c3cn(C)cn3)ccc2O[C@@H](C)CCCCO[C@@H]1CN(C)C(=O)Nc1ccc(C(F)(F)F)cc1,0.0,7
OC[C@H]1Nc2ccc(C#Cc3ccc(F)cc3)cc2[C@H]2[C@@H]1CCN2Cc1ccc2c(c1)OCO2,0.2,-45
NCC[C@H]1CC[C@@H](NS(=O)(=O)c2ccc(Cl)cc2)[C@H](CO)O1,0.0,-3
N#C[C@@H]1[C@H](c2ccccc2)[C@H](CO)N1S(=O)(=O)c1cccc(F)c1,0.0,13
O=C(C[C@H]1CC[C@@H]2[C@H](COC[C@H](O)CN2CCc2ccccc2)O1)NCCCN1CCOCC1,0.0,33
CO[C@H]1CN(C)C(=O)c2cc(NC(C)=O)ccc2OC[C@H](C)N(C(=O)Cc2ccccn2)C[C@@H]1C,0.0,-20
O=C(C[C@@H]1CC[C@@H]2[C@H](COC[C@H](O)CN2S(=O)(=O)c2ccccc2F)O1)N1CCC(Cc2ccccc2)CC1,0.0,15
O=C(Nc1ccc(C(F)(F)F)cc1)Nc1ccc2c(c1)[C@@H]1C[C@H](CC(=O)N3CCc4ccccc4C3)O[C@@H](CO)[C@@H]1O2,0.0,-25
C[C@H](CO)N1C[C@H](C)[C@H](CN(C)C(=O)Nc2ccccc2)OCCCC[C@H](C)Oc2ccc(NC(=O)Nc3ccccc3)cc2C1=O,0.0,-2
CC(C)COC(=O)N(C)C[C@H]1OCc2ccccc2-c2ccccc2C(=O)N([C@@H](C)CO)C[C@@H]1C,0.0,37
O=C1CNC[C@@H]2[C@@H](c3ccc(-c4ccccc4F)cc3)[C@@H](CO)N12,0.0,-7
N#C[C@H]1[C@@H](c2ccccc2-c2ccccc2F)[C@@H](CO)N1C(=O)Cc1ccccc1,0.0,5
COc1ccc2c3c(n(C)c2c1)[C@@H](CO)N(Cc1ccncc1)CC31CN(C(=O)C2CCCCC2)C1,0.0,2
COC(=O)C[C@H]1C[C@@H]2c3cc(NC(=O)C4CCOCC4)ccc3O[C@@H]2[C@@H](CO)O1,0.0,-4
CO[C@@H]1CN(C)C(=O)c2cc(NS(=O)(=O)c3cn(C)cn3)ccc2OC[C@H](C)NC[C@@H]1C,0.0,-13
Cc1noc(C)c1NC(=O)N[C@@H]1C=C[C@H](CC(=O)Nc2ccc(-c3ccccc3)cc2)O[C@@H]1CO,0.0,-7
FC(F)(F)c1ccccc1CN1[C@@H]2CNC[C@H]1C2c1ccc(-c2ccncc2)cc1 (stereo not given in full),0.0,-8
COc1ccc2c3c([nH]c2c1)[C@H](CO)N(Cc1ccccn1)CC31CN(C(=O)CC2CC2)C1,0.0,-12
COc1ccc2c3c(n(C)c2c1)[C@H](CO)N(CC1CC1)CC31CN(S(=O)(=O)c2cn(C)cn2)C1,0.0,21
CO[C@H]1CN(C)C(=O)c2ccc(NC(=O)Nc3cc(F)ccc3F)cc2OC[C@@H](C)N(C(=O)c2ccccn2)C[C@@H]1C,0.0,21
COc1cccc(CN2[C@@H](CO)[C@@H](c3ccccc3)C23CN(C(=O)C2CCCCC2)C3)c1,x,13
C[C@H](CO)N1C[C@H](C)[C@@H](CN(C)CC2CCCCC2)Oc2ccc(NS(=O)(=O)c3cccs3)cc2CC1=O,0.1,10
NCC[C@@H]1CC[C@@H](NC(=O)Cc2ccncc2)[C@H](CO)O1,0.0,11
CCCNC(=O)N1C[C@@H](O)COC[C@@H]2O[C@H](CC(=O)OC)CC[C@H]21,0.0,-6
O=C(C[C@@H]1C[C@H]2c3cc(NC(=O)C4CCOCC4)ccc3O[C@H]2[C@H](CO)O1)NCCN1CCCCC1,0.0,-41
COc1ccc(NC(=O)N(C)C[C@@H]2Oc3c(NC(=O)CCCCCC(=O)Nc4ccccc4N)cccc3C(=O)N([C@@H](C)CO)C[C@@H]2C)cc1,0.0,13
O=C(Nc1ccc(F)cc1)N1CC(=O)N2[C@@H](CO)[C@@H](c3ccc(-c4cccc(F)c4)cc3)[C@@H]2C1,0.0,25
N#C[C@@H]1[C@H](c2ccccc2C2=CCCCC2)[C@@H](CO)N1C(=O)c1ccccn1,0.0,-7
O=C(C[C@@H]1C[C@@H]2c3cc(NS(=O)(=O)c4ccc(F)cc4)ccc3O[C@@H]2[C@H](CO)O1)NCCN1CCCCC1,0.0,6
CN(C)CC(=O)N1[C@@H](CO)[C@@H](c2ccccc2)C12CN(CCC(F)(F)F)C2,x,3
CO[C@@H](CN(C)C(=O)c1cc(Cl)cc(Cl)c1)[C@@H](C)CN(C(=O)Nc1ccc(F)cc1)[C@@H](C)CO,0.0,21

# Structural class, the compounds so far containing a thiophene ring, fused or not
SMILES,Pax4 gene expression,YAP1 CTGF inhibition
C[C@@H]1CN([C@H](C)CO)C(=O)CCCn2nncc2CO[C@H]1CN(C)C(=O)Nc1ccc(-c2cccs2)cc1,0.0,25
Cc1noc(C)c1NC(=O)Nc1ccc2c(c1)C(=O)N([C@@H](C)CO)C[C@@H](C)[C@H](CN(C)S(=O)(=O)c1cccs1)OCCCC[C@@H](C)O2,0.0,4
C[C@H](CO)N1C[C@H](C)[C@@H](CN(C)CC2CCCCC2)Oc2ccc(NS(=O)(=O)c3cccs3)cc2CC1=O,0.1,10

# New compounds follow.
SMILES,Pax4 gene expression,YAP1 CTGF inhibition
N#C[C@@H]1[C@H](c2ccc(-c3cccc(F)c3)cc2)[C@@H](CO)N1c1nc(-c2ccccc2)cs1,0.0,14
COc1ccccc1-c1ccc([C@@H]2[C@@H](C#N)N(C(=O)c3cccnc3)[C@@H]2CO)cc1,0.0,u
C/C=C/c1ccc([C@H]2[C@@H](CO)N(CCC)[C@H]2CNC(=O)CN2CCOCC2)cc1,0.0,-23
CO[C@H]1CN(C)C(=O)c2cc(NC(=O)c3ccc(F)cc3)ccc2OC[C@H](C)N(C(=O)CC2CC2)C[C@H]1C,0.0,14
O=C(O)C[C@H]1C=C[C@@H](NC(=O)Nc2cc(F)ccc2F)[C@@H](CO)O1,0.0,29
CN(C)CC(=O)N[C@H]1CC[C@H](CCNC(=O)C2CCC2)O[C@H]1CO,0.0,-11
O=C(C[C@H]1C=C[C@H](NC(=O)CCN2CCCCC2)[C@@H](CO)O1)Nc1nccs1,0.0,-8
Cc1ccccc1-c1ccc2c(c1)O[C@H](CN(C)C(=O)Nc1ccc(C(F)(F)F)cc1)[C@H](C)CN([C@@H](C)CO)S2(=O)=O,0.5,17
CC(C)(O)C#Cc1ccc([C@H]2[C@H](CO)N3CCCCN(S(C)(=O)=O)C[C@@H]23)cc1,0.0,20

# Screens from PubChem.

# A portion of the library. The share of hits here may be higher or lower than overall.
